FEN1 inhibitor = human FEN1 inhibition. Potency, µM (doses to about 114 µM), inactives show at the top dose activity change, negative = inhibition, actives largely listed as inhibitors. hit rate 0.35% among 390,000. AID 588795. P39748. Recombinant FEN1 flap cleavage, fluorescence, 15 min; further: nearly all actives have a fitted effect of over 65% in size
Target sequence (P39748 whole entry, looked up): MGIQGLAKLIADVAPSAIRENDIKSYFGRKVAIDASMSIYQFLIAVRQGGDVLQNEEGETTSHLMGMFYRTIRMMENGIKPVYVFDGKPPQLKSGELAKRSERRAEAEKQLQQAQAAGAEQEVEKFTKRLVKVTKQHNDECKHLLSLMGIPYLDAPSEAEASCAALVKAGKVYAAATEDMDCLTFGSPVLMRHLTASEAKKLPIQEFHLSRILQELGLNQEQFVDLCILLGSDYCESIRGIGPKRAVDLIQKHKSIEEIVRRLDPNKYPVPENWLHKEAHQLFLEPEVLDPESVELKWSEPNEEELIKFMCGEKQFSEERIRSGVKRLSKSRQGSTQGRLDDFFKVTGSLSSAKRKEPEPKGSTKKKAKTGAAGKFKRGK
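Potency values derive from four-parameter Hill fits of normalized qHTS data. The reaction used 10 nM FEN1 preincubated 15 min at room temperature with compound, then 50 nM DNA substrate, read at 0 and 15 min.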
TDP1 inh = inhibitors of human tyrosyl-DNA phosphodiesterase TDP1; recombinant TDP1, AlphaScreen DNA substrate cleavage; hit rate 0.28% among 350,000; Potency, µM (titrated, usually from 130 µM), inactives show at the top dose activity change, negative = inhibition, actives largely listed as inhibitors; Q9NUW8; AID 485290; further: nearly all actives have a fitted effect of over 40% in size
Target sequence (Q9NUW8 whole entry, looked up): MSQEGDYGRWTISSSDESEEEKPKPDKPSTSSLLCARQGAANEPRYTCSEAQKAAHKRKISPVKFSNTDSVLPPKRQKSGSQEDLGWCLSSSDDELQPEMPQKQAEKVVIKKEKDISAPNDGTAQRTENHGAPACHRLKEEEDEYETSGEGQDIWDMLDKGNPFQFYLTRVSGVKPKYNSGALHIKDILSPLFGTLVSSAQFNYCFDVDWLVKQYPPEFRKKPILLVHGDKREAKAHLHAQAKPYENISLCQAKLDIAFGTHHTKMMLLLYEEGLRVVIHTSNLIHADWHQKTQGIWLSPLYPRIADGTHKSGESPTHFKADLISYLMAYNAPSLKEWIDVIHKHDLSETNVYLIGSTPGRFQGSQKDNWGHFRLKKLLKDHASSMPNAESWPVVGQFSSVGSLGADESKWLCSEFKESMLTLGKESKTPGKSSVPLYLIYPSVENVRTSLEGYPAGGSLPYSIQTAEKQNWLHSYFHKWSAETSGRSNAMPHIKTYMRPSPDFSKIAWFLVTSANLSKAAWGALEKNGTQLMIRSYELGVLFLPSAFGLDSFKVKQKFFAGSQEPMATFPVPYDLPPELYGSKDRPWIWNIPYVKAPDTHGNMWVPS
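E. coli-derived human Tdp1, 1 nM final. Cpd preinc 15 min RT; substrate 15 nM final, 5 min RT; AS bead mix 10 ug/ml final, 10 min RT. Signal loss = tyrosine-FITC cleavage. No-enzyme wells = max signal.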
N370S GC = N370S glucocerebrosidase modulation, Gaucher chaperone candidate; N370S GC spleen homogenate, 4MU-glucoside fluorescence; Potency, µM (doses to about 59.4 µM), inactives show top-dose activity change, negative = inhibition, most hits filed as inhibitors; hit rate 0.092% among 330,000; AID 2101;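 further: 0% = full enzyme activity and -100% = no enzyme basal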
Active calls of the source: *; ? = inconclusive; . = not tested or not shown; [ ] = dose if it differs, or a comment. The call rests on the fitted dose curve; in most records, active means well fitted curve in the direction sought with a large enough effect; inconclusive means small, poorly fitted or top-dose-only effect, or another doubt; inactive means no such curve, though single readings can be large; an effect the other way counts as inactive or inconclusive. Unless noted, on the % scale 0 is the no-effect control and ±100 the full control effect; potency means the concentration at half of the fitted maximal effect.

SMILES	FEN1 inhibitor	TDP1 inh	N370S GC
COc1ccc(C2NC(=S)NC3=C2CCCC3=C2SCCS2)cc1 (stereo not given)	-0.5%	5.1%	18.0%
O=C1C[C@H](c2ccc3ccccc3c2)N1S(=O)(=O)c1ccccc1[N+](=O)[O-]	5.6%	7.9%	3.2%
O=C(CC1C=Cc2ccccc2N1C(=O)c1ccccc1)c1ccccc1 (stereo not given)	-27.9%	.	13.9%
NC(=O)c1ccc(NS(=O)(=O)c2ccccc2F)cc1	-4.3%	3.1%	1.0%
Cc1cc(OC(=O)c2ccccc2)n(CCC#N)n1	-5.2%	10.2%	3.8%
CC(C)C(=O)NC(=S)Nc1ccc(S(=O)(=O)Nc2nccs2)cc1	-6.2%	2.5%	-1.2%
Cc1ccc([N+](=O)[O-])cc1NC(=O)c1cccnc1	7.4%	.	-12.6%
CC1=C(C)CC(c2ccccc2)C(C(=O)c2ccccc2O)C1 (stereo not given)	.	2.6%[21 µM]	4.5%[12.8 µM]
Cn1c(=O)c2c(n3c4ccccc4nc13)NC(=O)CC2c1cccc(Cl)c1 (stereo not given)	-4.2%	4.7%	.
CC1CCCN(S(=O)(=O)Cc2ccc(Cl)cc2)C1 (stereo not given)	-2.8%	-0.5%	4.6%
CCc1ccc(-c2[nH]nc3nc(-c4ccc(OC)cc4)cc(C(=O)NCCCOC)c23)cc1	4.8%	2.8%	.
CCOc1ccc2nc(N3CCCC(C(=O)NCCCN4CCOCC4)C3)sc2c1 (stereo not given)	18.1%	4.3%	-6.0%
COc1ccccc1/C=C1\SC(=S)N(CCC(=O)NNC(=O)c2ccccc2OC)C1=O	2.2%	2.4%	2.0%
CCn1c(=O)cc(OCC(=O)NC(C)c2ccc3c(c2)OCCO3)c2ccccc21 (stereo not given)	-12.1%	5.6%	1.4%
S=C1NCN(CCc2ccccc2)CN1	-4.0%	.	22.3%
COc1cc2c(cc1OC)C(=O)NCC(C)(C)O2	4.8%	3.8%	9.3%
CCCc1cc(=O)oc2cc(C)cc(OCC(=O)NCCN3CCOCC3)c12	0.2%	1.6%	-11.6%
O=C(NCC(c1ccco1)N1CCc2ccccc21)c1ccccc1F (stereo not given)	-15.8%	2.2%[0.505 µM]	?
Cc1ccc2nc(NC(=O)c3ccccc3F)sc2c1	6.9%	.	-4.1%
O=[N+]([O-])c1ccc2ncnc(N3CCN(Cc4ccc5c(c4)OCO5)CC3)c2c1	-19.5%	9.2%	-19.0%
COc1cc(NC(=O)c2ccc(F)cc2)c(OC)cc1Cl	-10.3%	0.7%	10.4%
c1csc(-c2nnc(N3CCOCC3)c3ccccc23)c1	0.7%	7.4%	23.9%
C=C(C)Cn1c(CCn2c3ccccc3c3ccccc32)n[nH]c1=S	1.3%	3.4%	3.5%
COc1cccc(NC(=O)CN(C)C(=O)c2c(C)nn(Cc3ccc(C)cc3)c2Cl)c1	-18.0%	.	-20.3%
O=C(CN1CCC(O)CC1)N1c2ccccc2C=Cc2ccccc21	-4.7%	5.2%	20.9%
Cc1cc(C)c(CSc2ncc(-c3ccc([N+](=O)[O-])cc3)[nH]2)c(C)c1	-13.5%	8.2%	-8.2%
CCC(C)(C)C1CCC(=NNC(=O)c2ccoc2C)CC1 (stereo not given)	0.5%	-5.7%	.
CCCCC(=O)Nc1cccc(NC(=O)c2ccc(Br)cc2)c1	-14.5%	3.2%	5.0%
CCSc1nsc(NC(=O)Nc2ccccc2F)n1	-3.7%	.	-0.4%
Cc1nnsc1C(=O)Nc1cccc(Cl)c1Cl	9.0%	0.0%	-0.4%
COc1cc2c(cc1OC)C(c1ccccc1)N(C(=O)c1cccc(S(C)(=O)=O)c1)CC2 (stereo not given)	-0.6%	11.7%	-23.1%
NC(=O)c1ccc(NC(=O)CS(=O)(=O)c2cn(CC(=O)N3CCCC3)c3ccccc23)cc1	14.5%	3.6%[56.1 µM]	-21.1%
O=C(NCSc1ccnc(SCNC(=O)c2ccccc2)n1)c1ccccc1	6.1%	5.0%	18.2%
O=C(Cn1c2ncccc2c(=O)n1-c1ccccc1)NCc1ccccc1Cl	-0.6%	0.0%	.
Cc1nn2cc(-c3ccc(N)cc3)nc2s1	-17.1%	3.9%	-4.3%
CCCCCCn1nc(C(=O)N(CCCC)c2c(N)n(CCC)c(=O)[nH]c2=O)c2ccccc2c1=O	7.7%	0.8%	.
Cc1ccc(NC(=O)c2snc3c(=O)[nH]cnc23)cc1C	.	0.0%	-1.3%
CCc1ccc(NC(=O)CCn2nc(-c3ccccc3OC)c3c(C)cc(C)nc32)cc1	0.0%	0.0%	.
CN(C)C(CNC(=O)c1ccco1)c1cccs1 (stereo not given)	0.5%	0.0%	-5.3%
COc1ccc(C(=O)c2c[nH]c(C(=O)NCc3cccs3)c2)cc1	-0.7%	-0.5%	2.2%
Cc1cccc(OCC(=O)NCCNC(=O)c2cccnc2)c1	-1.6%	.	-6.9%
COc1ccc(C(C(=O)NC2CCCCC2)N(C(=O)CCl)c2cccc(Cl)c2)cc1 (stereo not given)	-1.2%	-4.6%	2.4%
CCOc1ccc2ccccc2c1/C=N/NC(=O)CNC(=O)c1ccccc1F	-6.2%	0.0%	?
c1ccc2c(c1)OCC(CNCC1COc3ccccc3O1)O2 (stereo not given)	12.2%	.	-13.2%
O=C(C1CCCN(S(=O)(=O)c2ccc(Br)cc2)C1)N1CCN(Cc2ccccc2)CC1 (stereo not given)	-22.7%	1.5%	-6.7%
Cc1ccc([C@H]2C(C(=O)O)=C[C@@H](C(C)(C)C)N2S(=O)(=O)c2ccc(C)cc2)cc1	15.9%	1.2%	.
Cn1cnnc1SCC(=O)Nc1ccc(OCc2ccccc2)cc1	?	0.0%	12.6%
C=CCn1c(=O)/c(=C/c2cc(OC)c(OC)c(OC)c2)s/c1=C(/C#N)c1nc2ccccc2n1C	3.0%	5.8%	0.1%
Cc1noc(C)c1S(=O)(=O)Nc1ccc(C(=O)N2CCN(c3ccc(Cl)cc3)CC2)cc1	6.2%	4.0%	-3.6%
O=C(/C=C/c1ccc(Cl)cc1)Nc1nccs1	-2.6%	-2.3%	-1.6%
CCOC(=O)c1cc2sccc2n1CC(=O)OC(C)C	4.1%	6.3%	-2.4%
CC(NC(=O)COC(=O)CCNC(=O)c1ccco1)C12CC3CC(CC(C3)C1)C2 (stereo not given)	-6.9%	0.0%	2.2%
COc1ccc2[nH]c(=O)c(NC(N)=S)nc2c1	-2.5%	3.9%	-9.1%
COc1ccc(C(=O)NC(=S)Nc2nnn(C)n2)cc1	-2.0%	-2.7%	-2.8%
C=CCN(CC=C)Cc1ccc(C(=O)OC)o1	1.6%	-0.5%	3.4%
N#C/C(=C\c1cn(CCOc2ccccc2)c2ccccc12)C(=O)NCC1CCCO1 (stereo not given)	-10.4%	9.5%	5.1%
Cc1ccc2cccc(NC(=O)C(C)Oc3ccc(C)c(C)c3)c2n1 (stereo not given)	-5.2%	-2.9%	.
O=C(c1ccoc1)N1CCCC(N2CCN(c3ccc(F)cc3)CC2)C1 (stereo not given)	-3.9%	1.8%	-2.5%
Cc1cc(C)n(CCN(C)Cc2nc(Cc3ccccc3F)no2)n1	9.1%	-2.8%	10.2%
CN(C)CCNC(=O)c1cc2c(s1)-c1ccc(Cl)cc1SC2	-12.6%	.	-3.5%

(listing goes on)
SMILES	FEN1 inhibitor	TDP1 inh	N370S GC
Cc1ccc(C(=O)COC(=O)CNC(=O)c2cccs2)cc1C	-0.6%	-2.6%	1.2%
CCN(CC)S(=O)(=O)c1cccc(-n2c(O)c(C=Nc3ccccc3C(=O)O)c3ccccc3c2=O)c1	?	0.0%	-16.2%
Cc1cccc2cc(CN(CCN3CCOCC3)C(=O)NCc3ccccc3)c(=O)[nH]c12	-1.3%	3.6%	-7.9%
COC(=O)c1cccc(N2C(=O)c3cccnc3C2=O)c1	2.7%	1.0%	18.3%
CCCCOC(=O)C1=C(C)Nc2ncnn2C1c1ccc(OC)c(OC)c1OC (stereo not given)	5.8%	4.7%	0.4%
c1csc(-c2nc(-c3ccncc3)no2)c1	-13.8%	2.0%	2.6%
O=c1cc(NCCCO)c2ccccc2o1	-5.5%	4.0%	0.1%
CC(=O)NCc1ccc(-c2csc(NC(=O)CCc3nc4ccccc4c(=O)[nH]3)n2)s1	-2.0%	-2.3%	.
C[C@H](NC(=O)NCc1cccs1)C(=O)O	0.6%	2.3%	9.0%
CC(C)CC(=O)N1CCN(S(=O)(=O)c2ccc(Cl)cc2)CC1	1.4%	-6.0%	2.4%
O=C(N/C(=C/c1ccccc1)C(=O)N1CCCCC1)c1ccccc1	-3.5%	5.9%	-7.1%
O=C(NCc1ccccc1)c1ccco1	-9.0%	3.7%	0.8%
C=CCn1c(=O)c2ccccc2n2c(SCC(=O)NC)nnc12	14.2%	.	?
COC(=O)C1=CN(Cc2ccccc2)C=C(C(=O)OC)C1c1ccc(O)c(OC)c1	-24.0%	.	-2.6%
CCOc1ccc(S(=O)(=O)Nc2ccc(C(=O)N/N=C/c3c(C)nn(-c4ccccc4)c3N3CCCC3)cc2)cc1	-6.2%	2.7%	-8.2%
COC(=O)c1c(C)sc(-c2c(-c3ccc(F)cc3)[nH]c3[nH]c(=O)[nH]c(=O)c23)c1O	-0.6%	4.7%	.
CCC(=O)Nc1ccc(C(=O)CSc2nnc(CNc3ccc(Cl)cc3)o2)cc1OC	-3.9%	0.0%	3.6%
C#CCOCCOCCOCCNc1nc(N2CCN(C(=O)[C@H](CCCCN)n3cc(C(N)CC(C)C)nn3)CC2)nc(N2CCN(C(=O)[C@H](CCC(=O)O)n3cc(C(N)[C@H](C)CC)nn3)CC2)n1 (stereo not given in full)	-9.4%	2.6%	0.1%
Cc1nnc(NC(=O)c2csc3c2CCC(C)C3)s1 (stereo not given)	-6.9%	5.6%	-5.1%
O=C1CSC(c2ccc([N+](=O)[O-])cc2)N1c1ccc(O)cc1 (stereo not given)	-1.2%	.	-2.8%

Reformatted: entries from further up
Compound,FEN1 inhibitor,TDP1 inh,N370S GC
Cc1ccc(C(=O)COC(=O)CNC(=O)c2cccs2)cc1C,-0.6%,-2.6%,1.2%
CC(NC(=O)COC(=O)CCNC(=O)c1ccco1)C12CC3CC(CC(C3)C1)C2 (stereo not given),-6.9%,0.0%,2.2%
COc1ccc(C(=O)NC(=S)Nc2nnn(C)n2)cc1,-2.0%,-2.7%,-2.8%
O=C(CC1C=Cc2ccccc2N1C(=O)c1ccccc1)c1ccccc1 (stereo not given),-27.9%,.,13.9%
Cc1ccc(NC(=O)c2snc3c(=O)[nH]cnc23)cc1C,.,0.0%,-1.3%

Later entries
SMILES	FEN1 inhibitor	TDP1 inh	N370S GC
COc1ccc(-c2noc(CCC(=O)N3CCC(C)CC3)n2)cc1	-2.8%	2.0%	-10.3%
CCOc1cc(CNCCN2CCOCC2)ccc1OCc1ccccc1Cl	?	11.0%	-25.4%
CCCn1c(N)c(N(CCOC)C(=O)COC(=O)c2ccccc2NCCO)c(=O)[nH]c1=O	5.5%	.	?
CC(=O)NC(Cc1ccc(C)cc1)C(=O)NC1CCN(C(=O)c2ccc([N+](=O)[O-])cc2)CC1 (stereo not given)	17.4%	5.5%	-6.0%
Brc1ccc2c(c1)C(C1=NCCN1)c1ccccc1CS2 (stereo not given)	14.9%	5.3%	?
CCCCc1ccc(NC(=S)NCCCN2CCOCC2)cc1	19.4%	-5.5%	-2.5%
O=C(N/N=C/c1cccc(Cl)c1)C(c1ccncc1)N1CCOCC1 (stereo not given)	1.8%	.	8.9%
CCCCN(CC)C(=O)Cn1nc(C)c2c(C)n(-c3ccccc3)nc2c1=O	17.1%	-8.5%	.
COc1ccc(C)cc1N(CC(=O)Nc1cccc(N(C)S(C)(=O)=O)c1)S(C)(=O)=O	14.6%	2.3%	-7.1%
O=C(CSc1nnc(-c2ccc(Cl)cc2)o1)Nc1ccc(F)cc1	-0.6%	2.6%	.
Cc1ccc(C2=N/C(=C\c3cccc(F)c3)C(=O)O2)cc1	-3.4%	.	-8.5%
O=C(COC(=O)c1ccc(S(=O)(=O)NCc2ccco2)cc1)Nc1ccc(OC(F)F)cc1	-1.6%	3.4%	-1.9%
O=C(O)CSc1nnc(Cc2ccccc2)n1-c1ccccc1	-3.3%	-4.4%	-18.1%

Whole records, looked up by structure.
`Cc1ccc(C2=N/C(=C\c3cccc(F)c3)C(=O)O2)cc1` in the list: FEN1 inhibitor: -3.4%; TDP1 inh: .; N370S GC: -8.5%
`O=C(CSc1nnc(-c2ccc(Cl)cc2)o1)Nc1ccc(F)cc1` in the list: FEN1 inhibitor: -0.6%; TDP1 inh: 2.6%; N370S GC: .
`CCCn1c(N)c(N(CCOC)C(=O)COC(=O)c2ccccc2NCCO)c(=O)[nH]c1=O` in the list: FEN1 inhibitor: 5.5%; TDP1 inh: .; N370S GC: ?

Source: PubChem (National Center for Advancing Translational Sciences (NCATS))
